Screening data from PubChem BioAssay.
Insulin prom up: insulin promoter activators in MIN6 cells, imaging, high-content screening, mouse beta cells. MIN6 insulin promoter-GFP reporter; hits give high values. z-score at 5 µM. 0.3% of 190,000 active. AID 1625, 2009;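 active = z-score above 3 at 5 µM with at least 500 cells counted in the well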
Dynein transport: inhibitors of GR-EGFP nuclear translocation, primary screen, dynein cargo transport inhibitor project, imaging, high-content, 3617.4 mouse cells | 0.47% of 220,000 active | test concentration mostly 20 µM; stimulated with dexamethasone, 1 µM; hits give low values | z-score, hits read low | AID 1381, 2008;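 active = plate z-score of nuclear minus cytoplasmic receptor signal below a set negative limit, without overly bright fluorescence or cell loss, cut at about -3.5 in these data, passing the limit was not always enough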;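 note: z-score of nuclear minus cytoplasmic ring GR-EGFP intensity difference per well; some compounds called inactive have numbers as strong as hits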
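Buffer or medium: tet-free, stripped-serum medium; reagent: dexamethasone at 1.0 µM final, 30 min; incubation: 48 h induction, 1 h compound, 30 min dex at 37 °C; measured by: formaldehyde fixation, Hoechst nuclear stain, 10x automated fluorescence imaging; read-out: nuclear-to-cytoplasmic GR-EGFP distribution per well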
Hep lipid drop: inhibitors of hepatocyte lipid droplet formation, primary screen, imaging, high-throughput imaging, BODIPY stain; AID 1656, 2009; inhibition, % at 6.5 µM; AML12 mouse hepatocytes, oleate lipid droplets; 0.4% of 240,000 active;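 active = lipid droplet intensity inhibited by at least 50%, with more than 500 cells counted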
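material = mouse AML12 hepatocyte cell line, fixed after treatment | also added = 100 µM oleic acid challenge | doses = compound at 6.5 µM only | schedule = overnight exposure | technique = Image-based BODIPY and DAPI two-channel analysis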
b-catenin transl: modulators of beta-catenin nuclear translocation, primary screen, imaging, HeLa cells, immunofluorescence, high-content; nuclear translocation activity, % at 5 µM; 0.3% of 190,000 active; AID 1665, 2009;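 active = nuclear translocation activity above 50% at 5 µM, with a well cell count of 50 or more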;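 note: per-cell ratio of nuclear to cytoplasmic median beta-catenin stain intensity; plate controls were DMSO negative control for no effect and GSK-3 inhibitor IX positive control for full effect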
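Test system: human HeLa cells, endogenous beta-catenin. Times: 24 h compound exposure, 37°C. Measured by: beta-catenin immunofluorescence imaging with DAPI.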
MT stabilizer: microtubule stabilizers in HeLa cells, primary screen, imaging, high-content imaging; 0.83% of 200,000 active; HeLa tubulin immunostaining HCS, 24 h; share of cells brighter than vehicle mean+2SD; % tubulin-high responders, % at 10 µM; AID 2205, 2009;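 active = plate Z-score above 3 for both tubulin-high and condensed-nucleus cell shares, with cell loss under 80%, at 10 µM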;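 note: anti alpha tubulin signal scored within the nucleus-defined area of each cell; some results filed as inactive read as strong as hits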
T cell modulator: modulators of CD8 T cell-vesicle binding, primary screen, mouse 2C CD8+ T cells, flow cytometry. 2C CD8+ T cell-vesicle binding; hits give low values. calls only at 7 µM. 0.068% of 330,000 active;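 active = response, share of CD8 T cells binding vesicles, and their 90th percentile fluorescence all below set limits, cut at about 80% in these data, passing the limit was not always enough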
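Assay system – 2C mouse CD8+ T cells · Also added – QL9-loaded Drosophila micro-vesicles · Timing – Cell–vesicle co-incubation 1.5 h at 37 °C, staining 20 min on ice · Signal – flow cytometry of vesicle-bound cells · Measure – percent CD8+ FL2 mean versus row control · Controls – Peptide-free naked vesicles (low) and QL9 vesicles with 0.7% DMSO vehicle (high)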
ER stress rescue: rescue of cells from ER stress-induced death, primary screen, 384-well, CSM14.1, thapsigargin, ATP luminescence (AID 1222) | CSM14.1 thapsigargin-induced death rescue, ATP luminescence; higher % means a stronger effect | cellular ATP content (survival), % at 20 µM; hits with a dose series show EC50 in µM | 190,000 tested, under 10 active;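 active = EC50 below 50 µM in the dose-response confirmation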;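 note: death triggered by thapsigargin at about 15 µM added after 2 h compound pretreatment; cell ATP read after overnight thapsigargin exposure of roughly 18 to 22 hours; normalized against plate controls of thapsigargin alone and 5% DMSO vehicle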
PhoP inhibition: inhibitors of PhoP regulon expression, primary screen, Salmonella Typhimurium, GFP reporter (AID 1863); S. Typhimurium PhoP-regulated promoter GFP reporter, 4 h; higher % means a stronger effect; inhibition, % at 50 µM, or IC50 in µM where a hit was titrated; 0.16% of 300,000 active;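 active = inhibition over 29.93%, a cutoff 3 SD above the screen mean, later confirmed by dose response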;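 note: 0% = low Mg2+ inducing control and 100% = high Mg2+ repressing control; strong numbers were not always called active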
Autophagy mod: autophagy modulators in MEF cells, primary screen, imaging, high-content, MEF GFP-LC3. MEF GFP-LC3 puncta imaging; test concentration mostly 10 µM. calls only at 10 µM (by protocol). 0.98% of 190,000 active. AID 463193, 2010;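 active = percentage of spot-positive cells more than 3 SD above its plate mean, without a fluorescence outlier flag or 80% toxicity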;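 note: spot-positive cell cutoff set from DMSO-treated cells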
Dynein transport cytoplasmic EGFP: recorded beside Dynein transport, whose call it bears; z-score; measured here: cytoplasmic GR-EGFP intensity; hits give high values
Dynein transport nuclear GR-EGFP: also measured in Dynein transport; calls as there; z-score; measured here: nuclear GR-EGFP intensity;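 lower value marks the stronger effect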
Dynein transport cell count: also measured in Dynein transport; calls as there; z-score; measured here: cell count per field
Insulin prom up cell count: recorded beside Insulin prom up, whose call it bears; cell count; measured here: cytotoxicity, nuclei count;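 total cells summed across four imaged fields per well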
Hep lipid drop cells 6.5 µM: further read-out of Hep lipid drop, marked with its call; cell count; measured here: cell count, cytotoxicity flag;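 cells counted across two imaged fields per well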
b-catenin transl cell count 5 µM: further read-out of b-catenin transl, marked with its call; cell count; measured here: cell count, cytotoxicity flag
T cell modulator vesicle-bound %: second read-out of T cell modulator, no call of its own (marks repeat the call); double positive events, %; measured here: CD8+ vesicle-bound cell fraction;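 binding gate set so that unloaded-vesicle control wells show 10% double positive cells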
MT stabilizer Hoechst-high %: second read-out of MT stabilizer, no call of its own (marks repeat the call); % Hoechst-high responders; measured here: nuclear condensation Hoechst responders;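 share of cells brighter than vehicle mean plus two SD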
MT stabilizer cytotoxicity %: further read-out of MT stabilizer, marked with its call; toxicity, %; measured here: cytotoxicity by cell density;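 0% = mean cell density of plate MIN control wells and 100% = no cells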
Autophagy mod cell loss 18 h: recorded beside Autophagy mod, whose call it bears; toxicity, %; measured here: cell loss, nuclei count;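 cell loss after 18 h compound exposure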
Active calls of the source: *; i = inactive; x = not tested or not shown.

cpd | Structure | Insulin prom up | Insulin prom up cell count | Dynein transport | Dynein transport cytoplasmic EGFP | Dynein transport nuclear GR-EGFP | Dynein transport cell count | Hep lipid drop | Hep lipid drop cells 6.5 µM | b-catenin transl | b-catenin transl cell count 5 µM | MT stabilizer | MT stabilizer Hoechst-high % | MT stabilizer cytotoxicity % | T cell modulator | T cell modulator vesicle-bound % | ER stress rescue | PhoP inhibition | Autophagy mod | Autophagy mod cell loss 18 h
1 | O=C(CSc1nnnn1-c1ccccc1)CC(=O)Nc1ccc(Cl)cc1 | 2.8 | 1141 | 1.4 | 2 | 1.1 | -0.91 | x | x | -2.9 | 873 | 1.3 | 1.8 | 6.7 | i | 49 | -2.1% | 29% | i | -15
2 | O=C1OCCC1Sc1nnc(-c2ccc(Br)cc2)o1 (stereo unspecified) | 0.32 | 1336 | 1 | -0.21 | 0.43 | -0.85 | 5 | 735 | x | x | 2.3 | 1.0 | 1.9 | i | 49 | -2.3% | -4% | i | -2
3 | CCCc1ncc(C(O)c2cccc(OC)c2OC)n1C (stereo unspecified) | 0.46 | 1359 | 0.11 | -0.31 | -0.15 | -0.057 | x | x | -2.4 | 1130 | 6.5 | 4.1 | 4.0 | i | 12 | -1.8% | -4% | i | 6
4 | Cn1c(=O)oc2cc(S(=O)(=O)N3CCOCC3)ccc21 | -0.38 | 1190 | -0.74 | -0.11 | -0.091 | -0.045 | 2 | 766 | -2.9 | 1259 | 1.9 | 2.1 | 33 | i | 49 | -0.4% | 2% | i | 2
5 | Cc1cc(Cl)ccc1NC(=S)NCc1ccco1 | 0.26 | 1547 | -0.23 | -0.25 | -0.28 | 0.32 | -3 | 694 | -0.8 | 1086 | 5.9 | 2.1 | 8.4 | i | 24 | -0.1% | -7% | i | 3
6 | CCC(C)(C)NC(=O)c1ccc(Sc2nncn2C)c([N+](=O)[O-])c1 | 0.01 | 1252 | -0.31 | -0.3 | -0.62 | -0.09 | 5 | 616 | -0.8 | 1024 | 1.2 | 1.6 | 3.5 | i | 25 | 2.2% | -5% | i | 4
7 | CCCCC(CC)C(=O)Oc1ccc(O)c(C(C)(C)C)c1 (stereo unspecified) | 0.96 | 1427 | 0.76 | -0.33 | 0.38 | -0.87 | 3 | 665 | -0.9 | 1470 | 1.0 | 2.8 | 7.3 | i | 50 | -3.1% | -3% | i | 2
8 | CCOC(=O)c1ccc(Oc2cc(C)nc(SC)n2)cc1 | 0.15 | 1698 | -0.81 | -0.25 | -0.42 | 0.065 | 2 | 693 | 0.1 | 963 | 44* | 24* | 39* | i | 38 | -0.7% | -5% | i | 4
9 | COc1ccc(-n2c(C)cc(C(=O)CN3C(=O)c4ccccc4C3=O)c2C)cc1 | -0.24 | 1320 | -0.71 | -0.26 | -0.41 | 0.75 | -30 | 627 | 1.1 | 1009 | 1.9 | 3.5 | 9.2 | i | 53 | -1.2% | -8% | i | 0
10 | CCOC(=O)CCCN1CC(O)=C(c2nc(-c3ccc(Cl)cc3)cs2)C1=N | x | x | 0.62 | -0.18 | 0.34 | -0.36 | 8 | 725 | 0.1 | 1029 | 3.5 | 1.3 | 5.9 | i | 31 | -2.0% | 4% | i | 4
11 | O=C(Nc1ccccc1)N1CCSc2ccccc21 | -3 | 1037 | 1.7 | -0.12 | 1 | -0.97 | -9 | 692 | 0.8 | 1523 | 3.1 | 1.4 | 2.0 | i | 26 | -1.5% | -7% | i | -29
12 | CCCc1cc(=O)[nH]c(SCc2cccc(C)c2)n1 | 1.2 | 855 | -0.24 | -0.35 | 0.056 | 0.87 | x | x | x | x | 1.9 | 1.2 | 9.0 | i | 59 | 6.1% | 8% | i | -10
13 | Cc1ccc(S(=O)(=O)N2CCOCC2)cc1NC(=O)Cn1ccsc1=N | 0.07 | 974 | 1.8 | -0.28 | 1.2 | -0.46 | 0 | 759 | -0.5 | 1175 | 2.9 | 1.9 | 4.4 | i | 48 | -0.4% | -2% | i | -3
14 | Cn1cccc1/C=N/NC(=O)Cc1ccccc1 | 1.2 | 1058 | -0.57 | -0.72 | -0.55 | -0.22 | 0 | 714 | 0.2 | 1373 | x | x | x | i | 27 | x | 1% | x | x
15 | COc1ccc(C2=CC(c3sccc3C)n3nnnc3N2)cc1 (stereo unspecified) | 2.8 | 1325 | 0.17 | -0.32 | 0.12 | -0.042 | x | x | -0.1 | 1340 | 4.7 | 3.1 | 3.6 | i | 39 | 3.2% | -38% | i | -3
16 | CCCC(C(=O)NC1CCCC1)N(CC1CCCO1)C(=O)c1snc(C(N)=O)c1N (stereo unspecified) | -0.32 | 1305 | 0.5 | -0.066 | 0.6 | -0.62 | x | x | -1.9 | 925 | 5.8 | 2.0 | 11 | i | 59 | -1.8% | 6% | i | -2
17 | COC(=O)c1ccc(C(=O)NCCCCO)cc1 | -0.08 | 1206 | -0.64 | -0.23 | -0.47 | 0.53 | -3 | 720 | -0.8 | 1050 | 1.8 | 2.4 | 5.4 | i | 57 | 0.3% | 6% | i | -11
18 | COc1ccc(-c2nn(CCC(=O)O)cc2/C=C/C(=O)O)cc1[N+](=O)[O-] | x | x | 1.2 | -0.3 | 0.26 | -0.43 | 9 | 534 | 0.0 | 901 | 2.1 | 3.1 | 12 | i | 43 | -4.4% | 7% | i | -6
19 | COc1cc(CC(=O)OCC(=O)Nc2ccc(S(=O)(=O)N3CCCC3)cc2)cc(OC)c1OC | -0.72 | 1227 | 1.5 | -0.13 | 0.97 | -1.7 | x | x | -7.2 | 928 | 6.4 | 3.3 | 6.1 | i | 56 | 3.1% | -9% | i | 15
20 | CC(=O)N/C(N)=N/c1nc2cc(C)ccc2o1 | -0.14 | 1213 | -0.44 | -0.11 | 0.11 | -0.28 | -2 | 778 | -0.4 | 1329 | x | x | x | i | 20 | x | -10% | x | x
21 | NC(N)=NS(=O)(=O)c1ccc(N)cc1 | x | x | -0.81 | -0.18 | 0.14 | -0.048 | -13 | 701 | x | x | 2.1 | 1.6 | 4.5 | i | 20 | -1.3% | 4% | i | 19
22 | COc1ccc(NC(=S)N(CCN(C)C)C(C)c2ccncc2)cc1Cl (stereo unspecified) | 0.29 | 1020 | -0.25 | -0.68 | 0.059 | -0.79 | -1 | 669 | 0.1 | 1288 | x | x | x | i | 53 | x | -8% | x | x
23 | CC(C)Cn1nc(NC(=O)c2ccco2)c2cc3ccccc3nc21 | -0.34 | 1479 | 0.7 | -0.23 | 0.1 | -0.23 | -5 | 710 | 2.3 | 1259 | x | x | x | i | 15 | x | -4% | x | x
24 | CN(C)C(=O)CN(c1ccc2c(c1)OCO2)S(C)(=O)=O | 3.6* | 1101* | -0.67 | -0.098 | -1.1 | 0.75 | x | x | 0.4 | 1465 | 3.3 | 1.6 | 4.6 | i | 35 | -2.1% | -1% | i | 5
25 | CN(C)CCOCCOc1ccc(Cl)c2ccccc12 | -0.02 | 1347 | 0.15 | -0.066 | 0.23 | 0.61 | -13 | 559 | 1.0 | 1456 | 3.5 | 3.1 | 8.0 | i | 16 | -1.3% | -1% | i | 15
26 | O=C(c1cc2ccccn2n1)N1CCN(c2ccccn2)CC1 | 0.64 | 983 | 1.9 | 0.0085 | 1.2 | -1.4 | x | x | -1.5 | 1208 | 2.9 | 1.8 | 8.9 | i | 18 | -1.5% | 3% | i | 7
27 | Fc1cccc(CSc2ncnc3c2oc2ccccc23)c1 | 0.41 | 1089 | 1.2 | -0.11 | 0.79 | -1.4 | x | x | 0.1 | 1147 | 2.1 | 2.4 | 2.8 | i | 45 | 2.7% | -10% | i | 1
28 | O=C(NC(=S)Nc1nc(-c2cccc3ccccc23)cs1)c1cc2ccccc2o1 | 0.64 | 1455 | -0.17 | -0.27 | -0.17 | 0.027 | 28 | 698 | -1.2 | 1007 | 6.1 | 2.4 | 6.8 | i | 49 | -2.4% | -16% | i | 2
29 | O=C(O)CCn1ncc2ccccc2c1=O | 0.12 | 1491 | -0.44 | -0.3 | 0.16 | 1.1 | -8 | 734 | -0.3 | 1024 | 4.9 | 1.2 | 7.5 | i | 41 | -0.8% | -13% | i | -10
30 | CSc1cccc(NC(=O)/C=C/c2ccco2)c1 | 0.67 | 1405 | -2.6 | -0.23 | -1.3 | 0.77 | -8 | 735 | 0.4 | 1105 | 1.0 | 2.1 | 6.9 | i | 34 | -11% | -4% | i | 3
31 | O=C1N/C(=N/c2ccccn2)SC1Cc1ccccc1 (stereo unspecified) | x | x | -0.73 | -0.23 | 0.059 | 0.97 | x | x | -4.7 | 799 | 3.6 | 1.5 | 2.8 | i | 14 | -1.1% | -8% | i | 0
